From PubChem
GDH-TPI counter – counter-screen for M. tuberculosis FBA inhibitors: GDH-TPI coupled enzymes. GDH-TPI coupled enzyme counterscreen, NADH absorbance. inhibition, % at 4.8 µM. hit rate 1.2% among 360,000. AID 588335;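 also: 0% = DMSO wells and 100% = wells lacking the enzyme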
FadD28 binding – M. tuberculosis FadD28 bisubstrate binding inhibition | FadD28 bisubstrate probe binding, fluorescence polarization | inhibition, % at 12.5 µM | hit rate 0.22% among 360,000 | AID 588549; in the data active = inhibition above about 8.5%, passing the limit was not always enough; inconclusive = no clear call, values can overlap the other calls
VHR inh abs – inhibitors of human VHR1 phosphatase (DUSP3); P51452; inhibition, % at 13.3 µM; recombinant VHR phosphatase, pNPP absorbance; hit rate 0.52% among 290,000; in the data active = inhibition above about 50%; also: some compounds called inactive have numbers as strong as hits
Target sequence (P51452 whole entry, looked up): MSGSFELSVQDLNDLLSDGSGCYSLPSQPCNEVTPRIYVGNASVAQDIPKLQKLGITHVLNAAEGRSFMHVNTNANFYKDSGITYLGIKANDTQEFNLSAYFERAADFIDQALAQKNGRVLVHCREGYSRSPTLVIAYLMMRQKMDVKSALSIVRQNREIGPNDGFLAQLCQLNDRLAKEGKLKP
Rv3671c inh – inhibitors of M. tuberculosis serine protease Rv3671c. AID 2606. inhibition, % at 5.96 µM. hit rate 0.048% among 320,000. P9WHR9; in the data active = inhibition above about 38%;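 also: extracellular domain of Rv3671c used as enzyme; 0% = enzyme with DMSO and 100% = no enzyme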
BoNT-F LC inh – inhibitors of Botulinum neurotoxin F light chain protease; AID 588497; inhibition, % at 10 µM; Multiplex microsphere protease cleavage assay, flow cytometry; hit rate 0.22% among 360,000; in the data active = inhibition above about 35%, passing the limit was not always enough; inconclusive = no clear call, values can overlap the other calls; also: plate controls were buffer without enzyme for full effect and enzyme alone for no effect
Mtb FBA inh – inhibitors of M. tuberculosis fructose-bisphosphate aldolase; P9WQA3; purified M. tuberculosis FBA, fluorescence read-out; inhibition, % at 1 µM; hit rate 2.3% among 360,000; in the data active = inhibition above about 27%;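 also: 0% = vehicle and 100% = reference inhibitor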
Target sequence (P9WQA3 whole entry, looked up): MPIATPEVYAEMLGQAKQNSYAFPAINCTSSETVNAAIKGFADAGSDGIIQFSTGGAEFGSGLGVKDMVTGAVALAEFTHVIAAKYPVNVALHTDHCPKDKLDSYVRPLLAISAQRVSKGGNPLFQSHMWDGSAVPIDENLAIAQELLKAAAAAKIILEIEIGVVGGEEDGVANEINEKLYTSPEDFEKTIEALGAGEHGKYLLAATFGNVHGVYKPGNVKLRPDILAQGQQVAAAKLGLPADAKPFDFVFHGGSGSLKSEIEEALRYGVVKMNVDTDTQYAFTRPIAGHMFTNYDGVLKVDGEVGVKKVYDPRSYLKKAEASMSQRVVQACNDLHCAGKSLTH
CCHFV vOTU inh – blocks the CCHF virus ovarian tumor domain protease; CCHFV vOTU protease, Pep-AMC fluorescence; inhibition, % at 11.5 µM; hit rate 0.55% among 370,000; also: 0% = vehicle wells with enzyme and 100% = no enzyme wells
UGM FP inh – blocks M. tuberculosis UGM enzyme; purified UGM, fluorescence polarization probe displacement; inhibition, % at 10 µM; hit rate 0.06% among 320,000; P9WIQ1; in the data active = inhibition above about 10%, passing the limit was not always enough; inconclusive = no clear call, values can overlap the other calls
Target sequence (P9WIQ1 whole entry, looked up): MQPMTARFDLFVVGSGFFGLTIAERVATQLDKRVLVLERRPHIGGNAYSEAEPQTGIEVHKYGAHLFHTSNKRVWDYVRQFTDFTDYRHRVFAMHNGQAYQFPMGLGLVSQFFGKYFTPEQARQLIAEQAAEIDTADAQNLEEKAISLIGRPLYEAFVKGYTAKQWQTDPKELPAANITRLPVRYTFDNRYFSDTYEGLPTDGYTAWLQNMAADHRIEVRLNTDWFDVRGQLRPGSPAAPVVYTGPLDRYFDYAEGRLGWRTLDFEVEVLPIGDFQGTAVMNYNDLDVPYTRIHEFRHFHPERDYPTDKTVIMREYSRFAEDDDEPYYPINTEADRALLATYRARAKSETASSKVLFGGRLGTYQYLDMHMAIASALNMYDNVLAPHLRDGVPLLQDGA
BioA inh – inhibitors of Mycobacterium tuberculosis BioA enzyme | inhibition, % at 9.99 µM | AID 602481 | hit rate 0.096% among 360,000 | purified M. tuberculosis BioA enzyme, plate reader; in the data active = inhibition above about 40%; inconclusive = no clear call, values can overlap the other calls
MazF activator – increases E. coli MazEF RNase cleavage of RNA. P0AE70. FAM/BHQ RNA-DNA oligo cleavage fluorescence, 5 h. activation, % at 20 µM. hit rate 0.32% among 350,000; in the data active = activation above about 50%
* marks the source's active call; other numbers are inactive results; ? = inconclusive; . = not tested or not shown. Rule as the data show it, unless noted: active = inhibition above about 30%; inactive = the rest. Outcome played no part in choosing rows, and some 4.9% of all compounds hit somewhere here.

SMILES	GDH-TPI counter	FadD28 binding	VHR inh abs	Rv3671c inh	BoNT-F LC inh	Mtb FBA inh	CCHFV vOTU inh	UGM FP inh	BioA inh	MazF activator
Cc1ccc(S(=O)(=O)N2CCOCC2)cc1C(=O)N(Cc1nnc(-c2ccccc2Cl)o1)C1CC1	-6	-3.9	37	-16	-11	-2	-6	-2.1	0.8	3
COc1cccc(C2CC(=O)N3CN(c4ccccc4F)CSC3=C2C#N)c1 (stereo not given)	17	1.0	6	-19	-7	0	4	2.4	0.6	-3
CC1=NN(C(C#N)c2cccc([N+](=O)[O-])c2)C(C)(C)C1 (stereo not given)	7	-0.5	-8	-4	-8	1	-10	-1.5	2.2	-4
Cc1cc2occ(CC(=O)NC3CCCc4ccccc43)c2cc1C (stereo not given)	4	-1.9	-1	-6	-8	0	4	-0.4	.	5
FC(F)(F)c1ccc(-c2cccc3c2C2CC3CCN2Cc2ccccc2)cc1 (stereo not given)	4	-2.4	.	.	-11	4	-2	.	2.2	-2
COCCN1C=C(C(=O)OC)C(c2ccccc2C(F)(F)F)C(C(=O)OC)=C1	9	-0.2	6	5	-2	155*	-167	1.3	-1.3	10
FC(F)(F)c1cc(C(F)(F)F)n2nc(-c3sccc3-n3cccc3)cc2n1	3	-0.1	29	-3	2	13	1	0.2	-1.0	0
O=C(CSc1nnc(COc2cccc3cccnc23)o1)N1CCCC1	-8	-3.1	11	0	0	2	-14	1.7	.	7
O=C(Nc1ccc(N2CCOCC2)cc1)c1ccc(S(=O)(=O)NCc2ccco2)cc1	5	-3.6	5	6	0	0	13	1.9	1.2	-17
NNC(=O)c1ccc(Cn2cc(Br)cn2)o1	-3	-1.2	5	-3	?	6	-4	-1.7	.	12
OCC[C@@H]1C[C@H](O)[C@@H](O)[C@@]2(OCc3cc(Cl)ccc32)O1	-6	-3.9	.	.	1	-2	6	.	-0.8	3
Cc1cc(=O)n2[nH]c(-c3ccsc3-n3c(C)ccc3C)cc2n1	3	-5.6	32	8	-18	0	-12	1.5	.	2
CC(=O)c1c(C)[nH]c(C(=O)COC(=O)CCCOc2ccccc2)c1C	-4	0.4	8	2	-3	-1	6	2.5	.	5
COc1ccc(CNC(=O)Cn2nc(Cc3cccnc3)c3ccccc3c2=O)cc1	-1	-3.1	25	1	-5	1	5	0.1	-0.9	10
COc1cc2c(cc1OC)C(C)N(C(=O)c1c(C)noc1C)CC2 (stereo not given)	11	-0.6	23	-7	.	1	-15	-0.2	-1.1	6
O=C(Nc1cccnc1Oc1ccc(Cl)cc1)c1cccc2ccccc12	0	0.2	-11	-7	?	7	2	2.1	-2.6	1
c1ccc(-n2nnnc2-c2cccc3ccccc23)cc1	11	-1.0	.	.	-7	4	3	.	.	6
Cc1ccc(-n2c(C)cc(C(=O)COc3cccnc3[N+](=O)[O-])c2C)cc1	3	-3.0	13	-6	-5	1	-6	.	0.0	4
CCNC(=S)N1CCN(S(=O)(=O)/C=C/c2ccccc2)CC1	5	-1.4	-7	9	8	5	1	-0.7	0.8	-7
C/C(=C\C(=O)c1ccc(Cl)s1)N(C)C	30	-1.1	18	4	-6	0	2	-4.1	.	4
O=C(Oc1ccccc1[N+](=O)[O-])c1cccnc1	8	-0.4	14	1	2	5	-1	-0.2	.	-1
COCCc1nc2ccc(C(=O)N(C)Cc3cccc(-n4cccn4)c3)cc2o1	-4	-0.5	6	-3	5	3	9	-0.2	1.2	-4
NC(=O)c1ccc(NCC2COc3ccccc3O2)c([N+](=O)[O-])c1 (stereo not given)	1	0.3	3	-1	-7	-3	3	-0.1	4.2	3
CCNc1nc(NCC)n2c(SCc3nc4ccccc4c(=O)[nH]3)nnc2n1	-2	-3.3	-12	0	0	-7	-8	-0.6	-1.5	1
COC(=O)C1(C(O)C(=O)c2ccc(C)cc2C)CCCCC1 (stereo not given)	-2	0.5	-9	2	6	-3	-21	1.4	.	4
Cc1cccc(-c2noc(CN(C(C)C)S(=O)(=O)c3ccc(F)cc3)n2)c1	-4	-3.9	-22	-6	-5	3	12	-1.8	-0.7	-8
Cc1c(C(=O)Nc2ccccc2Cl)oc2ccc(S(=O)(=O)N3CCC4(CC3)OCCO4)cc12	-6	-2.5	14	11	-6	1	-10	-1.7	1.1	0
Clc1cccc(-c2nnc(SCc3nc4ccccc4[nH]3)n2Cc2ccco2)c1	7	-3.6	21	-2	-2	2	10	-4.1	2.6	-7
COc1ccc(C2=NOC(Cn3nc(C(=O)NCc4cccc(Br)c4)cc3-c3ccccc3)C2)cc1 (stereo not given)	9	-3.0	.	-25	8	0	12	5.4	-3.3	-9
Cc1cc(C)cc(Oc2ncnc3c2ncn3Cc2c(Cl)cccc2Cl)c1	-2	0.5	33	-8	-11	1	-6	.	-0.1	5
O=C(COc1ccc(Cl)cc1Cl)NCCCNC(=O)c1cnccn1	9	-0.2	31	0	-30	5	-5	-0.4	.	0
CCCCNC(=O)C1CC(=O)N(C2CCCC2)C1 (stereo not given)	8	0.2	23	2	-9	0	0	1.7	-1.2	5
Cc1cc(=O)c2ccccc2n1Cc1ccccc1	10	-0.7	21	2	0	7	-1	2.5	.	2
COc1ccc(C(=O)NCCCNC(=O)c2cccnc2)cc1Br	2	-2.7	19	-6	4	-3	0	0.1	29	8
O=C(NCc1ccccc1)c1cc(C2COCCN2C(=O)OCCF)on1 (stereo not given)	2	0.4	.	.	-4	3	-3	.	-1.6	.
O=C(COC(=O)c1ccc(Cl)c(S(=O)(=O)NCc2ccccc2)c1)NC1CC1	0	-0.2	.	6	4	-4	-2	1.8	-0.5	6
CC(=O)C1=C(C)NC(SCC(N)=O)=C(C#N)C1CC(C)C (stereo not given)	1	1.0	3	-3	-7	-2	-11	0.8	.	11
C/C(=N\NC(=O)c1nn(C)cc1Br)c1cccc(NC(=O)c2ccncc2)c1	8	-0.4	-1	3	0	-4	2	-0.2	1.6	5
Cc1ccccc1NC(=O)Cc1nc(COC(=O)CCc2ccccc2)cs1	15	-1.3	.	-6	1	6	12	3.5	-3.0	-8
CC(Oc1ccc(F)cc1)C(=O)Nc1ccc2ccccc2c1 (stereo not given)	0	-2.1	-17	-3	-2	2	3	1.4	-2.4	8
Cc1ccc(NC(=O)CSc2nc3ncc(Br)cc3[nH]2)cc1C	6	0.5	2	-2	-2	1	9	1.1	-0.6	-5
O=C(CCc1ccccc1)Nc1ccccc1C(F)(F)F	4	0.5	-19	1	-3	1	-7	-0.7	-1.1	8
COc1ccc(CN2CCC(=O)N([C@H](CO)c3ccccc3)CC2)cc1OC	-1	-2.1	24	5	-5	-2	1	3.5	-1.3	7
CCc1cc2c(=O)n(-c3ccc(C)cc3)cnc2s1	-11	-3.3	-14	1	0	-3	0	3.1	0.3	1
COc1cccc(C(=O)N/N=c2/oc3ccccc3cc2C(N)=O)c1	19	-0.2	24	0	-6	-3	11	-2.0	.	17
O=C(NC(=S)NCc1ccc(F)cc1)c1ccccc1	8	-0.5	-14	0	-8	-2	7	.	.	-1
O=C1CC(N(CCc2ccccc2)C(=S)Nc2ccccc2)C(=O)N1c1ccccc1 (stereo not given)	-3	0.0	-10	-77	-21	0	1	3.9	.	-10
Cc1onc(-c2ccccc2)c1C(=O)NC(C)c1ccc2c(c1)OCO2 (stereo not given)	-1	-2.9	2	-1	2	2	4	3.8	-0.7	10
Cc1ccc(S(=O)(=O)NC(=O)C2(C)CCN2C(=O)C2(c3ccc(Cl)cc3)CCC2)cc1 (stereo not given)	-3	-3.8	.	.	-7	-5	12	.	0.7	.
Cc1ccccc1NC(=O)Cc1nc(COC(=O)c2ccc(Cl)nc2)cs1	-2	-3.1	.	0	-4	-2	-1	-2.4	.	-2
O=C(CNC(=O)N1CC(=O)Nc2ccccc21)NCc1cccc(Cl)c1	2	-0.8	35	-2	-2	1	11	2.7	-0.8	6
Cc1cccc(Nc2nc(N)nc(CN3CCC(C)CC3)n2)c1C	-6	-2.0	4	9	-3	-6	0	0.8	0.5	7
COc1cccc(OCc2cc(C(=O)NCCc3cccc(C)n3)no2)c1	-1	-0.6	27	5	12	-1	14	3.9	1.7	8
COc1ccc(-c2cc(-c3ccc(F)cc3)nc(N3CCN(C)CC3)n2)cc1	-4	-0.1	.	-3	-21	5	-1	2.3	-2.5	25
CC(Sc1nc(-c2ccccc2)cc(C(F)(F)F)n1)C(=O)N1CCCCC1 (stereo not given)	8	-0.4	-10	-1	-5	1	.	-1.6	2.6	-5
Cc1ccc([N+](=O)[O-])cc1N=C(c1cccc(Br)c1)N1CCOCC1	10	-1.9	28	4	-13	3	2	4.9	-2.1	-2
COc1ccccc1OCC(O)CN1CCN(C(=O)c2ccccc2)CC1 (stereo not given)	2	-3.1	8	-2	9	2	-11	-1.3	0.3	3
COCCNC(=O)CCc1ccc(S(=O)(=O)Nc2ccc(C)cc2)cc1	5	-0.2	21	4	0	1	2	2.7	-2.2	4
CN(C(=O)C1CCCC1)C1CCS(=O)(=O)C1 (stereo not given)	1	0.0	.	-11	.	-2	-3	-0.5	-1.1	-3
O=C(CSc1nnc(-c2ccc3c(c2)OCO3)n1-c1ccccc1)c1ccccc1	3	-3.9	13	-10	8	1	-15	1.3	-1.0	14

More entries follow:
SMILES	GDH-TPI counter	FadD28 binding	VHR inh abs	Rv3671c inh	BoNT-F LC inh	Mtb FBA inh	CCHFV vOTU inh	UGM FP inh	BioA inh	MazF activator
Cc1cccc(C(=O)NCC(=O)N2CC(=O)Nc3ccccc32)c1	12	-1.5	12	4	-4	-4	2	0.1	.	-2
C=C(C)CN(CC)C(=O)CC1C(=O)NCCN1Cc1c(F)cccc1Cl (stereo not given)	-3	-0.5	26	-12	-3	8	8	0.8	.	2
O=C(CSc1nccc(=O)[nH]1)NCc1ccc2c(c1)OCO2	-15	2.8	-23	12	4	9	-9	1.0	0.0	-5
CCOC(=O)CNC(=S)N(Cc1ccccc1F)C1CCCCC1	9	-3.3	-11	-8	-1	-2	-5	-1.9	-0.7	-9
C=CCN=C1S/C(=C/c2cccc([N+](=O)[O-])c2)C(=O)N1CC=C	20	-1.5	9	-6	.	-4	11	1.6	.	-3
COc1ccc(NC(=O)N2CCCc3ccccc32)cc1	-9	-2.8	-7	-7	-3	-1	-3	-0.7	-0.4	0
Cc1ccc(CSc2nc3ccccc3c(=O)n2C)cc1	2	.	2	-6	?	-3	8	0.9	-2.0	3
COc1ccc(OC)c(NC(=O)c2cccc(S(=O)(=O)N(Cc3ccccc3)c3ccccc3OC)c2)c1	19	-0.3	-7	-12	-24	-2	-2	0.4	.	-3
O=C(Nc1ccncc1)Nc1cccc(Cl)c1	-6	-8.2	27	-17	15	-1	-9	-0.7	-0.1	7
C/C(=C\c1ccc(C(=O)O)cc1)c1ccc2c(c1)C(C)(C)CCC2(C)C	-9	-1.9	.	3	9	2	5	-1.5	-0.5	-22
